Screening results from PubChem.
procasp7 counter: activates human procaspase-7, counter-screen for procaspase-3 activators. recombinant procaspase-7, Ac-DEVD-pNA absorbance 405 nm; D23A/D198A/D206A triple mutant, cannot self-cleave; scale: DMSO 0, 5 µM enzyme 100. hit rate 0.093% among 330,000. activation, % at 8.5 µM. AID 463210. P55210;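 active = percent activation above the screen-wide mean plus 3 SD, cut at about 25% in these data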
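Assay system: Uncleavable procaspase-7 mutant enzyme; Input: 2 µM procaspase-7 mutant as dispensed; Also added: DEVD-pNA substrate; Medium: Zinc-free HEPES pH 7.4 with 300 mM NaCl, 0.01% Triton X-100; Timing: 1 h compound preincubation, 2 h substrate cleavage, 25 °C; Measured by: Epi-absorbance of released pNA at 405 nm, two timepoints.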
PP1 inh: blocks human PP1-alpha phosphatase, a PP5 counter-screen | P62136 | purified PP1alpha, OMFP fluorescence | inhibition, % at 6.7 µM | hit rate 0.9% among 320,000 | AID 2235;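 active = inhibition above the mean inhibition of all tested compounds plus 3 SD, computed separately for each screening campaign, cut at about 15% in these data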
Target sequence (P62136 whole entry, looked up): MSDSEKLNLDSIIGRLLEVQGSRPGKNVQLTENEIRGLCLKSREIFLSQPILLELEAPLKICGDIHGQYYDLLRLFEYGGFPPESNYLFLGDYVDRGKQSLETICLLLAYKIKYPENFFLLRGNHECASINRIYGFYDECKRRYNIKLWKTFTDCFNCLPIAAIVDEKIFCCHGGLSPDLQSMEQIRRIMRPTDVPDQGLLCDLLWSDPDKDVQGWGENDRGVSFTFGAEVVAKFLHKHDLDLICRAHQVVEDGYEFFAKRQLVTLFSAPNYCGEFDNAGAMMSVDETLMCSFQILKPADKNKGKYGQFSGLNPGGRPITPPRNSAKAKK
HCV core dimer: HCV core protein dimerization inhibition. TR-FRET GST/Flag-core106 dimerization, 1536-well. inhibition, % at 5 µM. hit rate 0.33% among 300,000. AID 1899;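 active = inhibition above the mean of all tested compounds plus 3 SD, set per screening campaign, cut at about 45% in these data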
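System: GST/Flag-tagged HCV core106 proteins. Incubation: compound-protein-antibody incubation 4 h at 22.5 °C. Technique: HTRF with 340 nm excitation, 617/671 nm emission. Medium: KF-containing HEPES buffer, pH 7.45, DTT, CHAPS, BSA. Read-out: inhibition (%) from 671 over 617 nm ratio. Also added: Eu(K)-anti-GST 90 ng/mL plus XL665-anti-Flag 1 µg/mL.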
procasp3 activ: activators of human procaspase-3; P42574; recombinant procaspase-3 D3A, Ac-DEVD-pNA absorbance 405 nm; activation, % at 8.5 µM; hit rate 0.11% among 330,000;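 active = activation above the mean of all tested compounds plus 3 SD, cut at about 21% in these data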;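 also: 0% = DMSO alone and 100% = DMSO wells spiked with extra 5 µM PC-3 D3A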
Target sequence (P42574 whole entry D9A/D28A/D175A): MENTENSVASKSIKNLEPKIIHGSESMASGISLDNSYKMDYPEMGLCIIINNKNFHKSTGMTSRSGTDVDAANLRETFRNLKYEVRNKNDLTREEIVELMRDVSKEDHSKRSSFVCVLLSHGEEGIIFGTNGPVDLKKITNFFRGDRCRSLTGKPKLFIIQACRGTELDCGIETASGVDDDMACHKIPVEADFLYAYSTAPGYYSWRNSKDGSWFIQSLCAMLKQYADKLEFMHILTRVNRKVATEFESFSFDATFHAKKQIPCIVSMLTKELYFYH
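Assay system: Autoprocessing-dead procaspase-3 D3A mutant enzyme; also added: Ac-DEVD-pNA; doses: one concentration, 8.5 µM nominal, 0.8% DMSO; times: 1 h compound preincubation, 2 h substrate hydrolysis at 25 °C; technique: 405 nm absorbance of p-nitroaniline, reads at 0 and 120 min; measure: % activation between DMSO and enzyme-spiked controls; repeats: single replicate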
CTSL1 counter: blocks F. hepatica cathepsin L1 in PFM18AAP counter-screen. hit rate 0.49% among 300,000. inhibition, % at 5.96 µM. recombinant F. hepatica cathepsin L1, Z-Leu-Arg-MCA fluorescence;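 active = inhibition above the mean of all tested compounds plus 3 SD, set per screening campaign, cut at about 17% in these data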;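 also: 0% = plate median of test compound wells and 100% = 1 µM Z-Phe-Ala-diazomethylketone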
TPT1 inh: inhibitors of Candida albicans tRNA 2'-phosphotransferase TPT1; inhibition, % at 5 µM; hit rate 0.81% among 300,000; AID 1962; recombinant caTPT1, FP RNA substrate dephosphorylation;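 active = inhibition above the mean of all tested compounds plus 3 SD, set per screening campaign, cut at about 24% in these data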;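 also: plate controls were DMSO alone for no effect and ferristatin control at 100 nM for full effect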
Efflux pump mplx: antifungal efflux pump inhibition, Nile Red retention; S. cerevisiae Candida pump triplex; inhibition, % at 10 µM; hit rate 0.44% among 330,000;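 active = plate passing quality check with inhibition over a set limit, or well fluorescence over plate mean plus 4 SD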;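 also: Nile Red retained in pooled yeast measured as flow cytometry median fluorescence; 0% = buffer negative control and 100% = Enniatin B positive control; higher means more Nile Red kept so more efflux inhibition; some compounds called inactive have numbers as strong as hits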
GASC-1 inh: blocks human GASC-1 demethylase activity. Q9H3R0. GST-JMJD2C(1-420) H3K9me3 demethylation, DELFIA europium. inhibition, % at 2.35 µM. hit rate 0.069% among 330,000. AID 2099;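 active = more than half of a compound's replicate wells show inhibition beyond 50%, single wells judged on their own value; inconclusive = some, but no more than half, of replicates pass 50% inhibition; inactive = no replicate passes 50% inhibition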;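 also: signal counts dimethyl H3K9 product captured on neutravidin plate; 0% = median of DMSO wells and 100% = 0.3 times that DMSO median; strong numbers were not always called active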
Target sequence (Q9H3R0 1-420 limits assumed): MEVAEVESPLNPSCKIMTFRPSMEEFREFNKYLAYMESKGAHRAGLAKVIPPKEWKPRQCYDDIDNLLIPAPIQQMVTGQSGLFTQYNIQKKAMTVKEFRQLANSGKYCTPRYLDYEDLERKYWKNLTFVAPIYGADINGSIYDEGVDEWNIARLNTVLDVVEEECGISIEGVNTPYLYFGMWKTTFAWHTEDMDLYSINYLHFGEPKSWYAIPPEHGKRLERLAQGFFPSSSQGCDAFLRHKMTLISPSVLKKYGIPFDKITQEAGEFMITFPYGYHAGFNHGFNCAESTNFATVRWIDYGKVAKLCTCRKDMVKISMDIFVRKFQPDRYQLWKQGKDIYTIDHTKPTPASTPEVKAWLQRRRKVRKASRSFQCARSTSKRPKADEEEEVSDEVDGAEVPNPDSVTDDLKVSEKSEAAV
PP5 inh: inhibitors of human protein phosphatase 5 (PP5) | AID 1987 | P53041 | purified PP5c, OMFP substrate fluorescence | hit rate 0.18% among 320,000 | inhibition, % at 6.7 µM;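 active = inhibition above the campaign's mean inhibition across all tested compounds plus 3 SD, cut at about 9.5% in these data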;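 also: 0% = DMSO only and 100% = 100 µM cantharidin control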
The depositor's hits bear a star; ? = inconclusive; . = not tested or not shown; & = joins results of further samples.

SMILES	procasp7 counter	PP1 inh	HCV core dimer	procasp3 activ	CTSL1 counter	TPT1 inh	Efflux pump mplx	GASC-1 inh	PP5 inh
O=C(NNS(=O)(=O)c1ccc2ccccc2c1)C1CCN(Cc2ccccc2)CC1	12	-3	-1	-2	-2	0	0.0	19	-0.4
COc1ccc(NC(=O)CSCC(=O)N(C)CC(=O)Nc2c(C)cccc2C)cc1	-5	2	.	4	.	.	-0.3	-4	1.6
Cc1ccc2c(c1)[nH]c1c(N3CCN(Cc4ccccc4)CC3)ncnc12	8	4	-3	-5	6	-1	0.1	-7	2.5
O=C(CC1CCCC1)N1CCCC(Nc2cccc(F)c2)C1 (stereo not given)	10	-7	1	-2	-1	-2	0.6	5	1.3
CCOc1ccc(N(CC(=O)NCCSCc2ccc(C)cc2)S(C)(=O)=O)cc1	-9	-4	4	-6	3	1	0.1	8	2.5
CCCn1c(SCC(=O)Nc2cccc(C)n2)nnc1C(C)C	-5	-11	0	-7	-7	-1	0.4	-14	-1.1
CC(C)NC(=O)/C(C#N)=C/c1ccc2c(c1)OCCO2	-1	7	-3	7	-1	0	0.2	5	1.4
CC[n+]1c(-c2ccc(C)cc2)csc1Nc1c(C)n(C)n(-c2ccccc2)c1=O	10	0	4	-2	-2	-1	0.0	2	-0.9
Cc1nnc(SCC(=O)Nc2cc(C(F)(F)F)ccc2N2CCOCC2)o1	3	-4	-6	2	-1	0	0.0	-2&9	-0.1
Cc1ccc(Sc2ncccc2/C=N/O)cc1	12	-3	-2	0	1	-5	0.0	0	0.5
COCCN(C(=O)COC(=O)CCC1CCCC1)c1c(N)n(Cc2ccccc2)c(=O)[nH]c1=O	10	2	0	-1	0	0	-0.2	-3	-1.0
Cc1ccc(/C=C/C(=O)Nc2nc3ccccc3[nH]2)cc1	14	3	12	-2	2	-1	0.0	-16	0.6
Clc1ccccc1C1=Nn2c(nnc2-c2ccco2)SC1	-2	-3	9	5	-3	2	0.0	-4	-0.4
COc1ccc(NC(=O)c2cc(-c3ccccc3Cl)no2)cc1	10	0	2	5	1	1	-0.1	-4	4.7
COC(=O)Cc1nnc(NC(=O)C(C)C)s1	-2	0	-2	-8	1	-5	-0.1	0	-3.1
O=C(NCCc1ccccc1)C(=O)NCC1OCCN1S(=O)(=O)c1cccs1 (stereo not given)	5	0	15	-10	0	0	-0.4	6	1.9
O=C(NCCCn1ccnc1)c1ccc(NS(=O)(=O)c2cccc([N+](=O)[O-])c2)cc1	10	-6	-2	3	2	0	0.1	2	0.5
COc1cccc(NC(=O)c2sc3nc4n(c(=O)c3c2C)CCC4)c1	-7	-2	-7	6	3	5	0.1	6	4.2
CN(C)c1cc[n+](CC(=O)N2CCCc3ccccc32)cc1	9	-1	0	7	-5	-3	-0.3	6	-1.7
O=C(Nc1ccc(-c2nc3ccccc3s2)c(OC(=O)c2ccccc2)c1)c1ccccc1	3	-3	58*	2	2	-5	-0.1	-2	0.1
CCCc1[nH][nH]c(=O)c1C(c1ccc(Cl)cc1)C(C#N)C#N (stereo not given)	5	-1	1	10	0	-1	-0.4	?	-0.8
O=C(NCCCN1CCN(CCCNC(=O)c2ccc(F)cc2)CC1)c1ccc(F)cc1	4	-4	-4	8	-2	0	0.0	-7	0.1
CN1C(=O)c2ccc(NC(=O)c3ccc(N4CCCCC4)c([N+](=O)[O-])c3)cc2C1=O	2	-2	7	5	-3	0	0.2	0	-3.2
Nc1ccc(-n2cnc3cc([N+](=O)[O-])ccc32)cc1	9	-2	1	-3	-1	-5	0.1	-4	1.1
Cn1nnc2cc(NC(=O)NCc3ccc4c(c3)OCO4)ccc21	8	-1	-1	12	-1	-3	-0.1	6	0.5
CCCCCCCCN1[C@@H](CC(=O)OC)c2cc(F)ccc2S1(=O)=O	2	0	1	-7	4	-1	-0.1	-12	4.3
COC(=O)c1cc(C)sc1NC(=O)C1C2C=CC(CC2)C1C(=O)O (stereo not given)	-3	-1	5	-7	-1	4	0.1	11	-1.4
Oc1cccc(C(Nc2nccs2)c2ccc3cccnc3c2O)c1 (stereo not given)	-1	7	-4	9	-3	0	0.0	-10	0.9
Cn1c(NCc2ccccc2)nc2c1c(=O)n(Cc1ccccc1)c(=O)n2C	-3	3	-2	5	-2	-4	0.0	-4	1.3
Cc1cc(S(=O)(=O)N2CCCC2)ccc1OCC(=O)NCc1ccccn1	-5	-1	9	3	-4	1	-0.1	-5	0.9
C=CCn1c(SCCNC(C)=O)nc2cc(-c3ccccc3)sc2c1=O	8	2	-3	7	1	-1	0.0	-12	1.7
NS(=O)(=O)c1ccc(-c2ccc(C=NC3CCS(=O)(=O)C3)o2)cc1 (stereo not given)	-6	1	-1	-10	1	6	-0.5	-25	-0.5
O=C(c1cccc(NS(=O)(=O)c2cccc(F)c2)c1)N1CCN(c2ccccc2)CC1	0	-1	8	-1	0	1	-0.6	3	-1.3
COc1cc(C)ccc1OCC(=O)OCC(=O)c1cc(C)n(CC2CCCO2)c1C (stereo not given)	-5	-2	.	3	.	.	-0.1	-1	3.3
CCOC1=NS(=O)(=O)c2ccccc21	-1	-1	-10	0	1	-3	-0.1	1	0.2
Cc1c(C)c2ccc(OCC(=O)NCCN3CCOCC3)cc2oc1=O	3	-5	4	-7	0	-4	-0.1	2	-0.3
Cc1ccn2c(/C=N/OCc3cccc(F)c3)c(-c3ccc(Cl)cc3)nc2c1	7	-1	0	9	3	2	0.1	2	1.5
COc1ccc(C(=O)NC(C(=O)NCC(=O)Nc2c(C)cccc2C)C(C)C)cc1 (stereo not given)	-10	-2	-4	10	-2	2	0.0	6	1.2
COc1ccccc1Nc1nc2nonc2nc1N1CCC(C)CC1	-4	0	-4	0	3	-3	-0.2	1	-1.5
O=C(COc1ccccc1)Nc1c2c(nn1-c1ccccc1)CS(=O)(=O)C2	9	2	0	-1	1	12	0.0	6	3.5
Cc1ccc(CC(NC(=O)c2ccccc2)C(=O)NCC(=O)O)cc1 (stereo not given)	6	-7	-2	5	-2	-3	0.0	1	-0.8
N#CCCN(Cc1cccnc1)C(=O)c1ccc(S(=O)(=O)N2CCOCC2)cc1	-2	-4	-6	5	-2	-1	-0.1	-3	-0.6
O=C(CC(Nc1cccc(Cl)c1Cl)C(=O)OCC(=O)c1cccs1)c1ccccc1 (stereo not given)	-22	5	6	-14	0	0	0.0	-3	0.7
COc1cc2c(cc1OC)CN(C(=O)COc1ccc(C)c(C)c1)CC2	5	0	-1	-6	0	-4	-0.1	10	1.1
N#Cc1ccccc1NC(=O)CN1CCN(c2ccccn2)CC1	9	1	12	6	-9	-3	0.0	-2	-0.1
CC(=O)Nc1ccc(S(=O)(=O)Nc2ccc3nc(C)sc3c2)cc1	-4	.	.	-3	.	.	0.0	4	.
O=C(NN=C1CCCCCCCCCCC1)c1ccccc1F	1	-2	-5	-2	2	-6	-0.2	1	-1.1
O=C(NC(=S)Nc1ccccc1O)c1ccc(Cl)cc1Cl	-10	2	-4	-8	-1	-1	0.0	9	3.1
O=C1CN(S(=O)(=O)c2ccc(F)cc2)c2ccccc2N1	3	1	2	-1	0	2	0.2	1	-4.3
COC(=O)CSc1ncnc2c1cnn2-c1ccc(C)cc1C	-4	-1	-6	5	2	-2	-0.1	2	0.6
O=C(CSc1nnc(COc2ccc(Cl)cc2)o1)N1CCN(c2ccccc2)CC1	4	-4	7	-1	0	0	-0.3	2&2	2.5
COc1ccc(NC(=O)c2ccc(NC(=O)C3CC3)cc2)cc1	2	-4	8	1	7	-1	0.0	-10	0.6
CCC(C)NC(=O)C(NS(=O)(=O)c1cccc2nsnc12)c1ccccc1 (stereo not given)	-7	0	-5	10	-4	-5	0.0	.	-0.4
CCn1c2ccccc2c2cc(NC(=O)CNCC3CCCO3)ccc21 (stereo not given)	4	2	5	4	-2	0	0.1	0	3.4
C/C(N)=C(/C#N)C(=O)CSc1nnc(Nc2cccc(C)c2C)s1	-9	2	6	-5	-5	4	0.4	1	5.6
NS(=O)(=O)c1ccc(CCNC(=O)c2cc(-c3ccccn3)nc3ccc(Br)cc23)cc1	8	9	22	-4	3	-2	0.1	6	2.6
CCOC(=O)Cc1nnc(NC(=O)c2cccc(OCC)c2)s1	5	-2	4	-1	-4	-1	0.1	1	0.8
CC(C)(C)NC(=O)/C(=C\c1cccnc1)NC(=O)c1ccco1	4	-5	1	8	-2	0	0.1	-18	2.2
COc1ccc(C2=NN3C(C2)c2ccccc2OC3c2cccs2)cc1 (stereo not given)	-81	-4	2	-57	1	9	-0.2	-18	3.8
CC(C)CCNC(=O)C1CCC(=O)N1CCc1ccccc1 (stereo not given)	4	0	-5	3	-2	-3	0.0	7	-3.2

Pulled by structure from the list above:
SMILES	procasp7 counter	PP1 inh	HCV core dimer	procasp3 activ	CTSL1 counter	TPT1 inh	Efflux pump mplx	GASC-1 inh	PP5 inh
O=C(CSc1nnc(COc2ccc(Cl)cc2)o1)N1CCN(c2ccccc2)CC1	4	-4	7	-1	0	0	-0.3	2&2	2.5
O=C(NC(=S)Nc1ccccc1O)c1ccc(Cl)cc1Cl	-10	2	-4	-8	-1	-1	0.0	9	3.1

Later entries:
SMILES	procasp7 counter	PP1 inh	HCV core dimer	procasp3 activ	CTSL1 counter	TPT1 inh	Efflux pump mplx	GASC-1 inh	PP5 inh
COc1cccc(NC(=S)N(Cc2ccc(Cl)cc2)Cc2ccc(C(=O)O)cc2)c1	-13	3	4	-11	0	-2	-0.2	5	0.5
CCn1cnc2scc(-c3ccc(C)c(C)c3)c2c1=O	19	-3	5	-5	0	-2	0.1	9	3.5
COC(=O)c1c(N2C(=O)Nc3ccccc3N2O)sc2c1CCCC2	5	-3	12	-3	5	-3	0.1	-17	-0.4
CCN(CC)S(=O)(=O)c1ccc(N2CCOCC2)c(NS(=O)(=O)c2cccs2)c1	1	-2	.	6	.	.	0.1	6	-0.4
CC(C)(C)C(=O)Nc1nnc(SCC(=O)NCc2cccs2)s1	-6	2	-5	1	-2	-5	0.0	12	2.5
Cc1ccc2nc(N(CCCN(C)C)C(=O)c3ccc(Br)s3)sc2c1	5	5	-1	-5	-1	-3	0.2	-8	0.1
CCOc1ccccc1NC(=O)N1CCC(C(=O)c2ccc(F)cc2)CC1	2	1	1	8	3	-1	-0.1	-2	0.5
O=C(COc1ccccc1Cl)NCC(c1cccs1)N1CCOCC1 (stereo not given)	6	-2	-5	5	2	-2	0.1	-30	-1.6
Cc1ccc2nc(-c3ccc(Br)cc3)cn2c1	-5	-2	9	-6	1	-1	-0.1	10	1.9
Cc1ccccc1-c1cc(C(=O)NCC2CC2)n(CC2CC(c3cccnc3)=NO2)n1 (stereo not given)	0	-4	.	1	.	.	0.2	-2	0.3
